HIF activator: HIF pathway transcriptional activation | U2OS HRE-luciferase reporter, luminescence; normalized: DMSO 0%, desferrioxamine 100% | activation, % at 7.5 µM (by protocol) | hit rate 0.32% among 300,000;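 active means mean activation of at least 10% of the iron chelator positive control signal, with at least half of replicates also reaching 10%; inconclusive means mean and replicate majority disagree about reaching 10%; inactive means mean and most replicates under 10%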
IEC-6 tox: IEC-6 cytotoxicity, counter-screen for KLF5 inhibitors; luminescence viability; inhibition, % at 5 µM; hit rate 0.78% among 290,000; in the data active means inhibition above about 22%;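 further: 0% = plate median of test compound wells and 100% = cytotoxic reference compound wells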
aSyn 5UTR inh: 5' untranslated region of α-synuclein, MLPCN primary screen. alpha-synuclein 5'UTR reporter, inhibitor activity. inhibition, % (tested at 7.5 µM). hit rate 0.82% among 300,000. AID 1813; in the data active means inhibition above about 60%; inconclusive means no clear call, values can overlap the other calls;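 further: H4 neuroglioblastoma cells stably carrying SNCA 5'UTR luciferase fusion; 0% = DMSO wells and 100% = positive control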
AI-2 QS modul: modulators of Vibrio harveyi AI-2 quorum sensing system; Vibrio harveyi JMH597 AI-2 luminescence/OD600 ratio, 9 h; active compounds read low; strain lacks LuxN and CqsS sensors; 0 = neutral-control median; hit rate 0.4% among 300,000; AID 2094; activity change, % at 7.5 µM; in the data active means activity change below about -75%, passing the limit was not always enough; inconclusive means no clear call, values can overlap the other calls;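 further: luminescence divided by OD600 gain over 9 h not by final OD600 alone; inactives centre near 13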
GSK3A inh: blocks human GSK-3 alpha kinase. P49840. ADP-Glo luminescence, 60 min. inhibition, % at 10 µM. hit rate 0.1% among 320,000. AID 2650;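 in the data active means inhibition above about 50%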;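 further: GST-tagged GSK-3 alpha with peptide substrate and 25 µM ATP; 0% = DMSO neutral wells and 100% = GW8510 positive control wells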
Target sequence (P49840 whole entry, looked up): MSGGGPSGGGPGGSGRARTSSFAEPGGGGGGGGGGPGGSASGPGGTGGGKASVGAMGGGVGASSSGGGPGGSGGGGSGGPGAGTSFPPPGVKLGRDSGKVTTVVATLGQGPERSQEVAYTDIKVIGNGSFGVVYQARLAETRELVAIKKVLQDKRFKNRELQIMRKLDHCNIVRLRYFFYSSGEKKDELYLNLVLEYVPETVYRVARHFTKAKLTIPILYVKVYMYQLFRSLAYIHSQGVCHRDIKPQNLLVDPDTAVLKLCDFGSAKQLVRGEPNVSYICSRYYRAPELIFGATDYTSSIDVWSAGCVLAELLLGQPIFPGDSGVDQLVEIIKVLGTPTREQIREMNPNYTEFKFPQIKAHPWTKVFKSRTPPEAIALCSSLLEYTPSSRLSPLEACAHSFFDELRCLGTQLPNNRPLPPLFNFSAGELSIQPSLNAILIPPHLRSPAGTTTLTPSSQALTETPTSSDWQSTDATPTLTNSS
KLF5 inhibitor: suppresses KLF5 promoter-driven expression; inhibition, % at 5 µM; hit rate 0.23% among 290,000; AID 1700; DLD-1 KLF5 promoter-luciferase reporter, luminescence;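 active means inhibition above a per-plate limit of that plate's mean compound inhibition plus 3 SD, cut at about 60% in these data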;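 further: 0% = DMSO wells and 100% = LY294002 at 200 µM; higher means less KLF5 promoter-driven luciferase light; inactives centre near -14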
HSP90 refold inh: inhibitors of HSP90 luciferase refolding in rabbit reticulocyte lysate | luciferase refolding luminescence, 3 h | inhibition, % at 5.6 µM | hit rate 0.91% among 290,000 | AID 1789;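 active means inhibition above the screen-wide mean plus 3 SD, computed separately per campaign, cut at about 16% in these data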;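 further: 0% = DMSO wells and 100% = 60 µM geldanamycin wells; inhibitors lower the luminescence because luciferase stays unfolded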
HSF1 inh: HSF1 inhibition | NIH3T3-HGL HSE-luciferase, MG132-induced, luminescence 8 h; active compounds read low | activity change, negative = inhibition, % at 7.5 µM (by protocol) | hit rate 0.77% among 300,000 | AID 2098;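 active means more than half of replicate wells show activity change below -50%, luminescence cut by over half; inconclusive means some wells, but at most half, below -50%; inactive means no replicate well below -50%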;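 further: luciferase reports HSF-1 transcriptional activity via heat shock element; 0% = median of DMSO wells and -100% = zero luminescence signal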
GSK3B inh: blocks human GSK3beta kinase activity; P49841; GST-GSK3beta kinase, ADP-Glo luminescence, 60 min; active compounds read low; activity score (negative = inhibition), % at 10 µM; hit rate 0.038% among 300,000; AID 2097;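 active means more than half of replicate wells score below -50%, meaning over 50% inhibition versus plate controls; inconclusive means some replicates but at most half score below -50%; inactive means no replicate scores below -50%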;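 further: 0% = median DMSO wells and -100% = median GW8510 positive control wells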
Target sequence (P49841 whole entry, looked up): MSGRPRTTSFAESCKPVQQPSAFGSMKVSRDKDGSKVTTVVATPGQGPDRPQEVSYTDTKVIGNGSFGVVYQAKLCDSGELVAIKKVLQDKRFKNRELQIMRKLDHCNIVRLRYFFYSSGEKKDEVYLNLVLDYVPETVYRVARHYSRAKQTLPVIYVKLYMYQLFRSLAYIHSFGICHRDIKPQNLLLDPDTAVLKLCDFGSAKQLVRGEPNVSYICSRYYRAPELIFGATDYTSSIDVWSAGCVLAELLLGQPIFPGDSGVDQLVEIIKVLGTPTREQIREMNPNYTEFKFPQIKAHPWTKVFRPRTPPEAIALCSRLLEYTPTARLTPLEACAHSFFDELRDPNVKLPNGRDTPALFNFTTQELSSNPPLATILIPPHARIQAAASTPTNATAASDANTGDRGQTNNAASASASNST
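Assay system: GST-tagged human GSK3beta kinase, cell-free; Input: 1.6 ng GSK3beta; Medium: Tris/MgCl2 kinase buffer; Timing: 60 min enzyme reaction, room temperature; Signal: ADP-Glo luminescence quantifying ADP generated by kinase; Evaluation: score relative to plate controls; Benchmarks: DMSO neutral wells and GW8510 at 20 µM as positive.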
HSF1 activator: increases HSF-1 driven luciferase reporter signal. hit rate 1.7% among 300,000. AID 504408. activation, % at 9 µM. NIH3T3-HGL HSF-1 luciferase reporter, MG132, 8 h; 100% = twice DMSO control signal;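 active means mean replicate activation of at least 50% with a set share of replicates each reaching 50%; inconclusive means only one of those two conditions met; inactive means mean below 50% and too few replicates reaching it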;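 further: 0% = median of the neutral control wells and 100% = twice that signal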
Starred values were filed as active, the others as inactive; ? = inconclusive; / = not tested or not shown. This is a random part of the collection. About 4.7% of those tested had a hit in this group.

SMILES	HIF activator	IEC-6 tox	aSyn 5UTR inh	AI-2 QS modul	GSK3A inh	KLF5 inhibitor	HSP90 refold inh	HSF1 inh	GSK3B inh	HSF1 activator
O=C(CC1C(=O)NCCN1C(=O)Nc1ccc(F)cc1)Nc1cc(Cl)ccc1Cl (stereo not drawn)	-0.3	-4	-16	14	-1	3	2	8	0	5
COC(=O)c1ccccc1S(=O)(=O)N1CCC(c2nc3ccccc3o2)CC1	0.0	-8	3	27	-1	-6	-5	36	1	37
CC1Cc2nc(SCC(=O)c3ccccc3)n(Cc3ccccc3)c(=O)c2S1 (stereo not drawn)	2.1	-2	-42	13	0	-50	1	9	-1	28
COc1c(C)cc(Br)cc1C(=O)Nc1ccc(S(N)(=O)=O)cc1	0.0	-4	-5	23	0	-16	-1	5	1	-6
CCCCOc1ccc(C(=O)N2CCNC(=O)C2)cc1	0.0	4	-6	6	-1	1	-3	0	0	4
COc1ccc(C(=O)Nc2ccc3[nH]c(-c4cccc(OC)c4)cc(=O)c3c2)cc1	-0.6	4	-5	25	2	5	-3	-11	-4	-19
Cc1cc(C)cc(NC(=O)Nc2cccc(S(N)(=O)=O)c2)c1	0.1	4	8	14	1	-10	0	?	1	-41
CCc1cccc(CC)c1NC(=O)CSc1nnc(C2CC2)n1C	-0.1	5	13	29	0	-21	3	-3	4	14
C=CCNC(=S)NNC(=O)c1ccc(OCCC)cc1	0.4	0	7	6	-1	-6	2	0	-3	-10
CC(C)CC(CO)N1CCN(C(=O)c2ccc(C(C)(C)C)cc2)CCC1=O (stereo not drawn)	/	-1	/	/	-2	1	-2	/	/	/
O=C(COC(=O)c1ccc(S(=O)(=O)N2CCOCC2)cc1)NC1CCCC1	0.9	-8	8	-3	0	-13	2	-2	-1	2
N#C/C(=C(/O)c1ccc2c(c1)OCO2)c1nc2cc(C(F)(F)F)ccc2s1	-0.9	2	-29	7	5	-11	0	4	0	31
O=C(CN1CCN(C(c2ccccc2)c2ccccc2)CC1)N1N=CCC1c1ccccc1 (stereo not drawn)	-0.1	-10	17	3	1	-16	-1	-6	-2	4
O=C1C2CCCN2C(c2ccccc2)N1c1nccs1 (stereo not drawn)	-0.8	2	2	13	0	-21	-2	2	-2	4
C/C(CC(=O)Nc1cccc(Cl)c1C)=N\NC(=O)C(=O)NCC(C)C	0.1	0	35	4	-1	-22	-1	10	2	26
COc1ccc(/C=N/N=C2/NC(=O)C(CC(=O)O)S2)cc1OCc1ccccc1Cl (stereo not drawn)	-0.3	-1	-11	10	-5	-4	-1	-4	1	-11
CC1(C)Cc2c(ccc3ccccc23)-c2nnc(-c3cccnc3)n21	0.1	-6	-9	7	-1	-3	-2	-1	3	0
CN(CCN1CCOCC1)Cc1nc(-c2ccc3c(c2)OCO3)no1	0.3	1	-3	-2	-2	-8	0	-4	0	7
CCCCCCCCOC(=O)/C=C/c1c(C)[nH]c(=O)[nH]c1=O	0.6	6	31	15	9	-35	-6	1	1	10
CC(C)OC(=O)CSc1nc(Cc2ccccc2)nc2ccccc12	-1.2	-4	27	13	-1	-21	-2	13	4	16
CSc1nnc(-c2ccc(C(F)(F)F)nc2C)o1	0.3	1	-16	1	1	-10	2	7	-2	10
Nc1nc(CN2CCN(Cc3ccccc3)CC2)nc(Nc2ccccc2)n1	0.0	-1	-46	13	-1	-13	0	-5	1	0
Clc1ccc(-c2csc3ncnc(N4CCc5ccccc5C4)c23)cc1	0.3	5	9	5	/	34	0	-15	1	-22
Cn1c(CNc2ccc(F)cc2)nnc1SCC(=O)NNC(=O)Cc1ccccc1	-0.2	-7	25	7	/	-18	0	-2	2	23
O=S(=O)(Nc1ncccc1O)c1ccc(Cl)cc1	2.3	0	2	25	7	6	0	1	0	-4
C=CCn1c(SCCC)nc(O)cc1=O	-0.1	-17	-5	18	-4	-32	1	-2	7	-1
CC(O)Cn1c(N2CCCC2)nc2c1c(=O)n(C)c(=O)n2C (stereo not drawn)	0.9	3	10	-2	-4	-15	7	0	1	-3
Cc1nc(C(F)(F)F)ccc1C(=O)NCC(O)c1ccccc1 (stereo not drawn)	1.7	1	-67	-3	-2	-77	1	0	0	11
CNC(=O)c1c(NC(=O)c2ccc(S(=O)(=O)N(C)c3ccccc3)cc2)sc2c1CCN(C(C)C)C2	-1.0	6	6	-5	1	-20	5	0	-1	-7
COc1ccc(NC(=O)CN(C)CC(=O)Nc2cccc(C(F)(F)F)c2)cc1	-0.2	2	5	0	-2	-18	3	3	4	1
N#Cc1nc(-c2ccco2)oc1N1CCN(c2ccccc2)CC1	0.1	-4	-35	1	-1	-41	-2	4	1	2
CC(C)(C)C(=O)C(Cc1ccccc1Cl)n1cncn1 (stereo not drawn)	-32	5	-29	24	0	9	-4	-3	-2	-7
Cc1ccc(OCC(=O)Nc2cc(NC(=O)COc3ccc(C)cc3)cc(C(=O)O)c2)cc1	-0.9	-1	2	11	-2	-9	0	2	1	9
COc1ccc(OC)c(S(=O)(=O)Nc2ccccc2C(=O)O)c1	-0.6	-1	-37	9	-2	-46	2	-4	1	-1
Cc1cccc(CSc2nnc(C)c(=O)n2N)c1	0.0	-3	18	5	-3	-22	3	-5	0	11
CN(C)C(=O)c1cn(CCC#N)nc1-c1ccc2ccccc2c1	-0.7	2	14	2	1	-12	0	-10	-1	2
O=C(c1ccccc1)N1CCN(S(=O)(=O)N2CCCCC2)CC1	0.0	2	-5	42	-4	-21	-1	1	1	0
COc1ccc(C2CC(c3cccs3)=NN2C(=O)CN2CCCCC2)cc1 (stereo not drawn)	1.6	-5	-33	16	-3	-26	3	8	0	15
CCCCCCn1c(C)nc2c(c1=O)c1nc3ccccc3nc1n2/N=C/c1ccco1	0.2	-1	12	-1	-6	19	3	7	-5	1
O=C(O)/C=C/C(=O)Nc1ccc(F)cc1F	0.0	9	6	-1	-1	-3	3	-3	2	5
Cc1ccc(CNC(=O)CCc2cn(C)c3ccccc23)cc1	-0.1	4	11	1	-5	-18	4	3	3	11
Cc1c(O)ccc(NC(=O)/C=C/c2ccccc2)c1C	1.1	-1	-2	14	4	-28	2	4	4	12
Cc1ccc(S(=O)(=O)c2nc(S(=O)(=O)c3ccccc3)sc2N2CCN(CCO)CC2)cc1	-0.3	6	-8	5	/	-14	6	-1	1	5
CCOc1cccc(=O)c2c(C)n(Cc3ccccc3)c(C)c12	-0.3	-1	-7	22	-3	-21	-3	7	-1	14
COCCc1nn2c(=O)cc(COC(=O)c3cc(OC)c(OC)c(OC)c3)nc2s1	0.6	3	9	8	1	-5	2	1	0	-1
Cc1nnc(SCC(=O)N(Cc2ccccc2)C(C)C)n1-c1ccccc1	0.3	3	-24	13	-2	-4	-2	3	-4	1
O=C(COC(=O)CCC(=O)c1ccc(F)cc1)Nc1nnc(-c2ccccc2)o1	-0.4	/	-10	18	-3	/	/	5	-1	-2
CNC(=O)NC(=O)COC(=O)CCCSc1nc2ccccc2s1	-0.8	6	18	26	-1	-20	9	-15	0	-24
Cc1ccc(S(=O)(=O)Nc2ccccc2C(=O)NCc2cccnc2)cc1	0.1	3	1	30	-1	3	4	0	4	6
CCCCOc1cccc(C2C(C(=O)c3ccc(C)o3)=C(O)C(=O)N2Cc2ccco2)c1 (stereo not drawn)	/	-2	/	-1	/	0	1	/	0	/
COc1ccc(CCCC(=O)O)c(C)c1	-0.4	-2	20	11	-1	-15	1	1	-1	-19
O=[N+]([O-])c1cc(S(=O)(=O)Nc2ccc(Cl)cc2)ccc1N/N=C/c1ccncc1	0.3	-4	6	16	0	-3	9	-11	-3	-2
CN(Cc1ccccc1F)c1ncnc2sccc12	1.7	-1	10	/	-1	-8	4	-1	/	0
Cc1ccc(S(=O)(=O)N2CCCCC2C(=O)Nc2nncs2)cc1 (stereo not drawn)	-0.1	-4	15	28	-3	5	1	4	0	-11
CCCC1(c2ccccc2)NC(=O)N(CC(=O)Nc2cc(C)on2)C1=O (stereo not drawn)	-0.2	3	16	?	0	-17	3	0	0	3
CCOc1ccc(C2C(C#N)=C(N)Oc3cc(C)oc(=O)c32)cc1 (stereo not drawn)	-0.2	-2	30	12	0	-30	1	3	-2	-1
O=C(Nc1ccc(Cl)cc1)Nc1nnc(CSCc2ccccc2)s1	-0.6	0	-9	-5	1	-25	2	-13	-3	-25
CC(/C=C/c1ccc2c(c1)OCO2)=N/NC(=O)c1ccc(C)nc1	0.3	-2	8	22	-1	-14	-2	-1	-4	21
CS(=O)(=O)c1ccc(Cl)c(NC(=O)CN2C(=O)C3CCCCC3C2=O)c1 (stereo not drawn)	-0.1	/	8	6	-5	/	/	-5	2	-8
CCOC(=O)[C@@H]1[C@H]2COc3ccc(Br)cc3[C@@H]2N2C(=O)N(c3ccc(C(F)(F)F)cc3)C(=O)[C@@]12C	0.0	-2	-1	31	-1	-33	-3	6	-2	-2

(continued)
SMILES	HIF activator	IEC-6 tox	aSyn 5UTR inh	AI-2 QS modul	GSK3A inh	KLF5 inhibitor	HSP90 refold inh	HSF1 inh	GSK3B inh	HSF1 activator
COc1ccc(C)cc1NC(=O)C(OC(=O)CNC(=O)c1cc(C)cc(C)c1)c1ccccc1 (stereo not drawn)	-0.5	0	8	13	3	-17	5	5	3	15
CCOCCCn1c(=NC(=O)c2cccs2)c(C#N)cc2c(=O)n3cccc(C)c3nc21	-0.1	-7	-10	13	3	-4	8	8	-1	23
CCOC(=O)c1ccc(NC(=S)N(CCN(C)C)C(C)c2ccncc2)cc1 (stereo not drawn)	-0.2	-4	-15	22	-1	-23	-3	-2	1	6
Cc1[nH]c2ccccc2c1C(=O)CN1CCCCC1C (stereo not drawn)	0.0	4	12	18	-3	12	1	-5	2	-4
Cc1ccc(C(C(=O)NC2CCCCC2)N(Cc2ccco2)C(=O)Cn2cnc3ccccc32)cc1 (stereo not drawn)	-0.4	2	7	18	-2	-12	1	10	-3	19
CCc1noc(C)c1C(=O)N1CCN(S(=O)(=O)c2cccs2)CC1	-0.7	/	5	12	-1	/	/	-5	1	-2
Brc1csc(/C=N/Nc2nc3ccccc3s2)c1	4.0	7	-275	9	/	-16	-1	21	0	40
COc1cc(OC)cc(C(=O)OCC(=O)Nc2ccc(N3CCCCC3)cc2)c1	-1.0	-1	3	10	-25	-10	10	1	0	-17
Cc1nn2c(N)c(C#N)cnc2c1-c1ccccc1	0.1	1	5	31	0	-69	0	8	1	8
COc1cccc(N2CC(NC(=O)c3cccc4ccccc34)CC2=O)c1 (stereo not drawn)	0.5	/	13	18	0	/	/	1	-7	4

Bioassay records from PubChem.
